ROC1-CUL1 inh – inhibitors of human ROC1-CUL1 ubiquitin ligase activity. in vitro K48 di-Ub FRET, acceptor:donor ratio, 45 min. inhibition, % at 10 µM. 140,000 compounds, 0.6% hits; in the data active = inhibition above about 25%
Target sequence (P62877 whole entry, looked up): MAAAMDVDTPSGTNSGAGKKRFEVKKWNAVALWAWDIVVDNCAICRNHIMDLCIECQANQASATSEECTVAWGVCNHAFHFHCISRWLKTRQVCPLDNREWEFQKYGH
Target sequence (Q13616 whole entry, looked up): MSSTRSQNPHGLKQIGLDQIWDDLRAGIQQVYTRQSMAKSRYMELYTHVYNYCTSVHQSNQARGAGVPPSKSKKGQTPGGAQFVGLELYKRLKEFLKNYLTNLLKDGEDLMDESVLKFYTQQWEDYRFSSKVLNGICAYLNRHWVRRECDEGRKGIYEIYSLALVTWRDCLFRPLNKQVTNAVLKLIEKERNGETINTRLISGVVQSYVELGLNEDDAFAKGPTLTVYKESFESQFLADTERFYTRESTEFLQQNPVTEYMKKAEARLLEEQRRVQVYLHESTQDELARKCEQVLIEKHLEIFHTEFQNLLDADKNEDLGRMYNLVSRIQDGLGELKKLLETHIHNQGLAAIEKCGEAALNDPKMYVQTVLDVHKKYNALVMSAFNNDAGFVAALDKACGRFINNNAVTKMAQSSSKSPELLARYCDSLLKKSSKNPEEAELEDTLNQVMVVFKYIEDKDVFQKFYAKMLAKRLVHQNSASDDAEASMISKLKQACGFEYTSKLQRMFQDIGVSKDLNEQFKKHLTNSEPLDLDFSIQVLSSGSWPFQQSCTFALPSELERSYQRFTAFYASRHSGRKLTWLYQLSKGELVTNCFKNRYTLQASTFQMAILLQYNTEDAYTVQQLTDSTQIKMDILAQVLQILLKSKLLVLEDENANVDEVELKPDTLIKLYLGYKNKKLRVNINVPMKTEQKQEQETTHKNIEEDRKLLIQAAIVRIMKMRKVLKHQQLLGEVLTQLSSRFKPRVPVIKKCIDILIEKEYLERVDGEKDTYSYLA
* marks the source's active call; other numbers are inactive results.

SMILES	ROC1-CUL1 inh
CN(C)c1ccc(CNc2sc3c(c2C#N)CCCCCCCCCC3)cc1	-6.4
Cc1ccc(C)c(Nc2cc(C)nc3c(C)ccc(N)c23)c1	-0.3
O=C1C(=Cc2ccccc2)C(=O)c2ccccc21	7.5
O=C(CCCn1nnnc1CN1CCOCC1)NCCN1CCCc2ccccc21	-2.6
COc1ccc(C(=O)NCCCOC(C)C)cc1OC1CCN(C(C)=O)CC1	-4.5
COc1ccc(NC(=O)CC2C(=O)N(c3ccc(OC)cc3)C(=O)N2C2CCCCC2)cc1 (stereo unspecified)	-10.9
Cc1cc(NCc2ccccc2)c2ccc(Cl)cc2n1	-1.1
COc1cc(/C=C2/SC(N3CCOCC3)=NC2=O)ccc1O	-4.0
Nc1nc(-c2ccccc2)ncc1C(=O)O	10.6
COc1ccccc1/C=N\Nc1nccs1	0.2
NC(=O)CSc1nnc(-c2ccc([N+](=O)[O-])cc2)n1-c1ccccc1	-6.8
CCCN1CCN(c2ncc3c(n2)CCN(Cc2ccc(OC)c(OC)c2OC)C3)CC1	4.8
COc1ccccc1NS(=O)(=O)c1cn(C)c(C)n1	-0.5
Cc1ccc2nc(N(Cc3cccnc3)C(=O)C3COc4ccccc4O3)sc2c1 (stereo unspecified)	5.2
N#Cc1ccc(Oc2ccccc2N2C(=O)c3ccccc3C2=O)cc1	8.5
S=C(c1ccc(Br)cc1)N1CCCC1	10.1
CC1=NC(=O)C(C#N)=CC1n1nnc2ccccc21 (stereo unspecified)	-7.9
Clc1ccc(-n2ncc(-c3nnnn3-c3ccccc3)c2-c2cccs2)cc1Cl	1.9
CN(C(=O)CSc1nc2ccc(NC(=O)c3cccc(F)c3)cc2s1)c1ccccc1	2.9
COc1cccc(C(=S)N2CCOCC2)c1OS(=O)(=O)c1ccc(Cl)cc1	9.1
CCOC(=O)C(NC(=O)c1ccc(F)cc1)(Nc1sc(C)c(CC)c1C#N)C(F)(F)F (stereo unspecified)	-1.3
CC1=NN(c2ccccc2)C(=O)/C1=C\c1ccc(C(C)(C)C)cc1	39.8*
CC(=O)N1CCc2cc(NC(=O)c3ccc(C)cc3)ccc21	5.4
CCc1c(C(=O)NCCCN2CCOCC2)csc1C	1.2
CCCN(C(=O)c1c(C)oc2ncnc(N3CCOCC3)c12)c1ccc(Cl)c(Cl)c1	-20.5
O=c1[nH]c(C2CCCN(S(=O)(=O)c3ccccc3)C2)nc2c1nnn2Cc1ccccc1Br (stereo unspecified)	-2.0
Cc1ccc(C2CC(=O)N(Cc3ccc(F)cc3)c3c2c(C)nn3-c2nc(C)cc(C)n2)cc1 (stereo unspecified)	2.7
Cc1ccc(S(=O)(=O)N/N=C2\CCCc3c2[nH]c2ccc(C4CCCCC4)cc32)cc1	-1.8
FC(F)(F)COc1nc(Nc2ccc(OC(F)(F)F)cc2)nc(N2CCN(c3cccc(Cl)c3)CC2)n1	-6.0
CC1(C)OC(=O)C(C=NC(Cc2c[nH]c3ccccc23)C(=O)O)C(=O)O1 (stereo unspecified)	9.9
COc1ccccc1C1CC(c2c(C)nc3ccc(Cl)cc3c2-c2ccccc2)=NN1C(=O)CCC(=O)O (stereo unspecified)	-11.9
CCC(C)NC(=O)c1ccccc1NC(=O)c1ccncc1 (stereo unspecified)	6.2
CCOC(=O)c1[nH]c(C)c(C(=O)NC(CC)Cc2ccccc2)c1C (stereo unspecified)	-5.2
CC1CCCN(S(=O)(=O)c2cc3c4c(c2)CC(=O)N4CCC3)C1 (stereo unspecified)	-10.5
Cc1ccc(OCC(=O)Nc2c(C(=O)c3ccc(Cl)cc3)oc3ccccc23)cc1C	-2.9
CC(C)c1ccc(NC(c2nnc(-c3ccccc3)o2)c2ccc(F)cc2Cl)cc1 (stereo unspecified)	6.5
CCCCOc1ccc(C(NC(=O)c2ccc(OC)cc2)NC(=O)c2ccc(OC)cc2)cc1OC	-6.1
CN(CCCNC(=O)Cn1ncc2c([nH]c3ccccc32)c1=O)Cc1ccccc1	4.8
COCCC(=O)NC1CCCN(Cc2ccccc2F)C1 (stereo unspecified)	17.5
COc1cccc(-c2nc(-c3ccc(Br)o3)no2)c1	10.2
COc1cc(OC)c(OC)cc1/C=N/NC(=O)c1ccc(=O)n(C)c1	-3.9
O=C(Nc1cccc(OCc2cc(=O)n3c4c(sc3n2)CCCC4)c1)c1ccc(F)cc1	0.6
Cc1onc(-c2c(F)cccc2Cl)c1C(=O)Nc1nnc(C2CCCCC2)s1	-8.4
COc1ccc(Cl)cc1NC(=O)CSc1nc2c(oc3ccccc32)c(=O)n1Cc1ccco1	3.5
O=C1N=C2C(SC3=NCCCN32)C(=O)N1 (stereo unspecified)	-7.9
CCc1nnc(NC(=O)CSc2nnc(CNc3ccc(F)cc3)n2-c2ccc(OC)cc2)s1	-2.9
CC(Oc1ccc(F)cc1)C(=O)N1CCN(C2CCCCC2)CC1 (stereo unspecified)	7.6
CNC(=O)C1CCN(Cc2c(F)cccc2Cl)CC1	-0.4
C#CCOc1ccc(/C=C2\SC(=S)N(CC(=O)O)C2=O)cc1OC	-5.6
Cc1cnnn1-c1ccc(-c2nc(-c3ccc(Cl)cc3)no2)cc1	-2.0
Clc1ccc(-c2noc(-c3cccnc3N3CCN(c4ccccc4)CC3)n2)cc1	-1.5
O=C1CNC(=O)/C1=C\N1CCCCC1	11.9
Cc1cccc(Cn2nnc3c(=O)[nH]c(C4CCCN(C(=O)c5ccccc5Cl)C4)nc32)c1 (stereo unspecified)	-6.1
Cc1nnsc1C(=O)NCC1CCN(c2cnn(C)c(=O)c2)C1 (stereo unspecified)	1.7
O=C(c1ccc2c(c1)OCCO2)N(Cc1cccnc1)c1nc2c(F)cc(F)cc2s1	-0.8
CCCOc1c(Cl)cc(C(=O)O)cc1OC	2.8
CCCCN(C)CCNC(=O)Cn1ncc2c3ccccc3n(CCC)c2c1=O	-8.7
COc1ccc(CNC(=O)CN2C(=O)CCCc3ccccc32)cc1	0.6
CN(CCCCN1CCOCC1)c1nc2nonc2nc1N1CCCC1	0.2
Cc1ccc(S(=O)(=O)Oc2cc(C(C)(C)C)cc(C(C)(C)C)c2)cc1	8.8

Structural class, the entries above containing bromine
SMILES	ROC1-CUL1 inh
S=C(c1ccc(Br)cc1)N1CCCC1	10.1
O=c1[nH]c(C2CCCN(S(=O)(=O)c3ccccc3)C2)nc2c1nnn2Cc1ccccc1Br (stereo unspecified)	-2.0
COc1cccc(-c2nc(-c3ccc(Br)o3)no2)c1	10.2

Returning to the listing with the four entries that preceded the break.
SMILES	ROC1-CUL1 inh
CCCCN(C)CCNC(=O)Cn1ncc2c3ccccc3n(CCC)c2c1=O	-8.7
COc1ccc(CNC(=O)CN2C(=O)CCCc3ccccc32)cc1	0.6
CN(CCCCN1CCOCC1)c1nc2nonc2nc1N1CCCC1	0.2
Cc1ccc(S(=O)(=O)Oc2cc(C(C)(C)C)cc(C(C)(C)C)c2)cc1	8.8
CN(Cc1ccccc1)C(=O)CN(C)S(=O)(=O)c1cc(Cl)ccc1Cl	-2.3
CN(C(=O)c1cc(Cn2ccc3ccccc32)[nH]n1)C1CCOCC1	-4.6
COc1ccc(-c2csc(NC(=S)NC(=O)c3sc4ccccc4c3Cl)n2)cc1Br	8.6
Cc1csc(NC(=O)CSc2nc(C34CC5CC(CC(C5)C3)C4)ccc2C#N)n1	6.3
c1ccc(-c2nnc(-c3ccccc3)c(NCc3ccco3)n2)cc1	-4.6
Cc1nnc(N2C(=O)c3oc4ccccc4c(=O)c3C2c2ccc(F)cc2)s1 (stereo unspecified)	2.5
Cc1cccc(N2CCN(C(=O)c3cn(C)c4ccc(S(=O)(=O)N(C)C)cc4c3=O)CC2C)c1 (stereo unspecified)	-3.9
Cc1cccc(N2CCN(c3nc4ccc(C)cc4n4cnnc34)CC2C)c1 (stereo unspecified)	-2.5
Cc1c(-c2ccc(Br)s2)nc2ccc(Br)cc2c1C(=O)O	9.1
O=S(=O)(Oc1ccc(-c2cnc3ccccc3n2)cc1)c1ccccc1	-4.8
S=C(NCCN1CCOCC1)Nc1ccc(Oc2ccccc2)cc1	-3.8
COc1ccc(N2CCN(C(=O)C3CCN(S(=O)(=O)Cc4ccccc4)CC3)CC2)cc1	-0.6
Cc1ccc(CNCc2c(C(=O)O)n(Cc3ccccc3C)c3cc(C)ccc23)cc1	2.9
CCOC(=O)c1ccccc1OCc1cc(C2NC(=O)N=C(C)C2C(=O)OCC)ccc1OC (stereo unspecified)	2.7
COc1cc(Br)cc(/C=C2\C(=O)NN(c3ccc(C)c(Cl)c3)C2=O)c1O	43.0*
CS(=O)(=O)N1CCC(n2c(C(F)(F)F)nc3cccnc32)CC1	6.8
O=C(NCc1ccccc1)c1c2c(nc3ccccc13)C(=O)N(C1CCCCC1)C2	-3.0
Cc1ccc(CN(C)Cc2nc(-c3ccccc3NS(C)(=O)=O)oc2C)cc1C	5.7
CCOC(=O)c1ccc(OC(=O)c2ccc(Cl)cc2Cl)c(OC)c1	-1.6
COc1ccc([C@@H](C)NCc2c(C(=O)N3CCOCC3)nc3ccccn23)cc1	-0.7
COc1ccc(Cc2nnc(SCC(=O)Nc3cccc(C(=O)OC(C)C)c3)o2)cc1	-5.1
CCOc1ccc(NC(=O)COC(=O)CNC(=O)c2ccc(Cl)cc2)cc1	-2.2
CCCCCCCOc1ccc(C=Nc2ccc3c(c2)Cc2cc(N=Cc4ccc(OCCCCCCC)cc4)ccc2-3)cc1	-12.6
Cc1ccc(NC(=O)c2c(C)oc3ncnc(N4CCCCC4)c23)c(C)c1	9.1
COc1ccccc1C(C1C(=O)C=C(C)N(Cc2ccco2)C1=O)N1CCCCC1 (stereo unspecified)	-4.5
COc1ccccc1C(=O)N1c2ccccc2C(Nc2ccccc2)CC1C (stereo unspecified)	7.8
Cc1cccc(NC(=O)c2ccc(-c3ccccc3)s2)c1	7.3
CC(C)Cc1ccc(S(=O)(=O)Nc2cc3c(cc2N2CCOCC2)n(C)c(=O)c(=O)n3C)cc1	6.2
CCOC(=O)C1(CCOC)CCN(C(C)CCc2ccc(O)cc2)CC1 (stereo unspecified)	0.6
CCc1ccc(/C(C)=N/NC(=O)c2ccccc2Br)s1	0.2
CCn1nc(C)c(-c2ccnc(NCc3nc(C)cc(=O)[nH]3)n2)c1C	5.6
Nn1c(SCc2ccccc2)nnc1-c1ccc(F)cc1	7.5
CC(C)(C)NC(=O)/C=C/c1cccc2ccccc12	-10.0
CCOc1cc(C2C(C(=O)c3cc4ccccc4o3)C(=O)C(=O)N2c2nnc(SCc3ccccc3F)s2)ccc1O (stereo unspecified)	15.1
Cc1nc(CNC(=O)/C=C/c2nc3ccccc3s2)cc(=O)[nH]1	-1.4
CCCc1cc(C(=O)Nc2ccc(C)cc2C)n(C)n1	4.5
COc1ccc(/C=C2\SC(=S)N(Nc3ccccc3C)C2=O)cc1	-4.4
Cc1ccccc1C1CC(=O)c2cnc(N)nc2C1 (stereo unspecified)	2.0
CC(=O)c1ccc(NS(=O)(=O)c2cnc(N)nc2)cc1	-2.7
COc1ccc(-c2nc(CN3CCN(c4ccccc4)C(=O)C3)c(C)o2)cc1C	-2.1
CCOCCOc1cccc(N)c1	12.7
CC(C)(C)NS(=O)(=O)c1cccc2nsnc12	0.2
CCN(CC)C(=O)CN1C(=O)C2(Nc3ccccc3C(=O)N2c2ccc(F)cc2)c2ccccc21 (stereo unspecified)	6.0
CS(=O)(=O)[C@]1(Cc2ccccc2)[C@@H]2OCCC[C@@H]2S1(=O)=O	5.3
Cc1ccc(OCC(=O)Nc2nc(-c3ccc(Br)cc3)ns2)cc1	-0.4
Cc1ccc(S(C)(=O)=O)cc1S(=O)(=O)Nc1ccccc1	7.3
Cc1cc2n(n1)CCCN2C(=O)Nc1ccc(C)c(Cl)c1	-3.7
CN1CCC(N(C)C(=O)CCC2CCCN(C(=O)CCC(=O)c3ccccc3)C2)CC1 (stereo unspecified)	1.9

Among those listed so far, these have a tert-butyl group:
SMILES	ROC1-CUL1 inh
CC1=NN(c2ccccc2)C(=O)/C1=C\c1ccc(C(C)(C)C)cc1	39.8*
Cc1ccc(S(=O)(=O)Oc2cc(C(C)(C)C)cc(C(C)(C)C)c2)cc1	8.8
CC(C)(C)NC(=O)/C=C/c1cccc2ccccc12	-10.0
CC(C)(C)NS(=O)(=O)c1cccc2nsnc12	0.2

Additional structures:
SMILES	ROC1-CUL1 inh
COc1cc(CNC2CCN(C)CC2)ccc1OCC(O)CN1CCSCC1 (stereo unspecified)	2.1
CCOc1cc(C(c2c(C)n(C)n(-c3ccccc3)c2=O)c2c(C)n(C)n(-c3ccccc3)c2=O)ccc1OCc1ccccc1	-14.2
Cc1ccc2ncc(NC(=O)c3ccccc3Cl)c(=O)n2c1	-2.7
O=C(CCCCCn1c(=O)c2sccc2n(CC(=O)Nc2ccccc2F)c1=O)NCc1ccc2c(c1)OCO2	1.5
CCOC(=O)c1c(SC)nc(-c2ccccc2Cl)[nH]c1=O	13.8
CCOC(=O)c1cnc2ccc(C(=O)OC)cc2c1NCCCN(C)C	0.8
COc1ccc(OC)c(Nc2ncnc3c2nc2n3CCCC2)c1	6.7
CCc1ccc(-n2c(=O)c3c4c(sc3n(CC(=O)NC(C)CC)c2=O)CCCC4)cc1 (stereo unspecified)	4.9
CN1C(=O)C2C(=NC(Cc3ccccc3)=NC2(C(F)(F)F)C(F)(F)F)N(C)C1=O (stereo unspecified)	-15.0
COCCS(=O)(=O)c1ncc(CN2CCNC(=O)C2)n1Cc1ccccc1	-3.6
CCCN(CCC)S(=O)(=O)c1ccc(N2CCCCS2(=O)=O)cc1	-8.9
Cc1cc(NC(=O)c2ccccc2O)nc(C)n1	-5.2

Structures listed above marked active in ROC1-CUL1 inh:
SMILES	ROC1-CUL1 inh
CC1=NN(c2ccccc2)C(=O)/C1=C\c1ccc(C(C)(C)C)cc1	39.8*
COc1cc(Br)cc(/C=C2\C(=O)NN(c3ccc(C)c(Cl)c3)C2=O)c1O	43.0*

(cont.)
SMILES	ROC1-CUL1 inh
COc1ccc(Br)cc1S(=O)(=O)Oc1ccc(C)cc1C	2.7
CCN(CC)C(=O)Cn1cc(SCC(=O)Nc2ccccc2C)c2ccccc21	3.6
CSC1C(=O)N(c2ccccc2)C(=O)N=C1C#N (stereo unspecified)	9.4
CC(=O)NCC(=O)N1CCC2(CCCN(CC3CCCCC3)C2=O)C1 (stereo unspecified)	1.0
COc1cccc(NC(=O)CCC2CCN(C(=O)[C@@H]3CCCN3C(C)=O)CC2)c1	4.5
O=c1[nH]c(C2CCC2)nc2ccccc12	-0.9

Assay outcomes (PubChem BioAssay)

An excerpt; rates above refer to the full screens.
